# TNAP inh pNP – inhibitors of human tissue-nonspecific alkaline phosphatase. inhibition, % at 20 µM. P05186. purified TNAP, pNPP hydrolysis, absorbance 405 nm. 21,000 tested, under 10 active;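 note: 0% = DMSO only wells and 100% = 1 mM levamisole wells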
# Target sequence (P05186 whole entry, looked up): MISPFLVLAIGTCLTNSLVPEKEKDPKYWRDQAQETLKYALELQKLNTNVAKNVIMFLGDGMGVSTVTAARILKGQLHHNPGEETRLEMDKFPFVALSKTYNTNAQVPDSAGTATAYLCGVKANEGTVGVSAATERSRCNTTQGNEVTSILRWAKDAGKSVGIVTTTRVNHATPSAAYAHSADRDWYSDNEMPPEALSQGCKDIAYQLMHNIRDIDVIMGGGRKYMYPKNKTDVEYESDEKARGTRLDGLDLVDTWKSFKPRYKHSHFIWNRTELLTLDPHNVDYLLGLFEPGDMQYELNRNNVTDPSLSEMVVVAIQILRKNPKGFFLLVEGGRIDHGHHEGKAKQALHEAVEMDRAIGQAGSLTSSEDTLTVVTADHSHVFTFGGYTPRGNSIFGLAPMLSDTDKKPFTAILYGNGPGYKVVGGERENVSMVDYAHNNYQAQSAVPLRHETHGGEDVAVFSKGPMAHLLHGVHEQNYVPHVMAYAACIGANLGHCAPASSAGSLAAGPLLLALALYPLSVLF
# TNAP Pi inh – human TNAP inhibition, phosphate detection. P05186. purified TNAP, pNPP, malachite green phosphate absorbance. inhibition, % at 20 µM. 21,000 tested, under 10 active. AID 614
# * marks the source's active call; other numbers are inactive results.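 Rule for the calls: active = inhibition above 50% at the 20 µM single-dose screen; inactive = the rest.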 Not all compounds are listed (hit frequency here may not be typical).
SMILES,TNAP inh pNP,TNAP Pi inh
CC(=O)NC(C)C12CC3CC(CC(CC(=O)O)(C3)C1)C2 (stereo not given),0,0
Cc1ccc(S(=O)(=O)NCCC(=O)NCc2ccc3c(c2)OCO3)cc1C,7,8
Cc1cc(C)nc(NC2=NCC(=O)N2c2ccccc2)n1,-5,3
O=S(=O)(NCc1cccnc1)c1ccc(Br)s1,3,-24
COc1ccc(-c2c3c([nH]c(=S)c2C#N)CCC3)cc1,-1,-1
c1ccc(C(c2nnnn2C2CCCC2)N2CCCCCC2)nc1 (stereo not given),5,5
CCOc1ccc(NC(=O)COC(=O)c2cccnc2)cc1,3,7
NS(=O)(=O)c1cc2c(cc1Cl)NC(CSCc1ccccc1)=NS2(=O)=O,6,13
CCCCCC(=O)N1CC2(CC)CN(C(=O)CCCCC)CC(CC)(C1)C2=O,0,0
CC(=O)NC12CC3CC(C1)CC(C(=O)Nc1nccs1)(C3)C2,1,11
Cc1oc(C)c(C(=O)O)c1COc1ccc(C(=O)O)cc1,4,11
O=c1[nH]c(CSc2nnc(-c3ccncc3)n2Cc2ccco2)nc2ccccc12,0,0
Cc1ccc(NS(=O)(=O)c2ccc(NC(=O)C3CCCO3)cc2)cc1 (stereo not given),0,3
CCc1ccccc1NC(=O)C(Cc1cccc(OC)c1OC)c1nn[nH]n1 (stereo not given),5,11
Cc1nc(NCc2ccccc2)c(C(N)=O)c2c1COC(C)(C)C2,3,8
CCOC(=O)Cc1csc(NC(=O)CSc2nnc(C(C)C)n2C)n1,8,8
C=CCn1c(SCC(=O)c2cc(C)n(Cc3cccs3)c2C)nnc1-c1ccncc1,0,7
CCOC(=O)/C=C1\SCC(=O)N1CC(=O)NC1CCCCC1,-2,12
CC1CCN(c2ccc(C(=O)O)cc2N)CC1,6,-6
Clc1cccc(-c2nnc(SCc3nc4ccccc4[nH]3)n2Cc2ccco2)c1,4,7

# Reprinted at random: three compounds from above.
SMILES,TNAP inh pNP,TNAP Pi inh
CCc1ccccc1NC(=O)C(Cc1cccc(OC)c1OC)c1nn[nH]n1 (stereo not given),5,11
Clc1cccc(-c2nnc(SCc3nc4ccccc4[nH]3)n2Cc2ccco2)c1,4,7
C=CCn1c(SCC(=O)c2cc(C)n(Cc3cccs3)c2C)nnc1-c1ccncc1,0,7

# (cont.)
SMILES,TNAP inh pNP,TNAP Pi inh
Cc1cccc(-c2noc(CN(C(C)C)S(=O)(=O)c3ccc(F)cc3)n2)c1,4,16
O=C(Nc1ccc(Oc2ccc(S(=O)(=O)N3CCOCC3)cn2)cc1)c1ccco1,-35,-67
OCCSc1ncnc2c1oc1ccccc12,2,8
Cc1ccccc1OCCCCCNCCO,1,8
CCOC(=O)c1c(NC(=O)CSc2nnc(CNc3ccc(F)cc3)o2)sc(C(C)=O)c1C,5,22
CCc1nc2c(sc3nc4c(cc32)COC(C)(C)C4)c(=O)n1Cc1ccco1,0,0
COc1ccc(CNc2ccc3c(c2)nc(C)n3C)cc1,6,-12
Clc1ccc(-c2nnc3sc(-c4ccc(Br)o4)nn23)c(Cl)c1,6,10
CCOC(=O)CC(C#N)c1cn(C)c2ccccc12 (stereo not given),7,10
CCC(C)(C)n1nnnc1CN(Cc1cc2cc(OC)c(OC)cc2[nH]c1=O)C1CCCC1,-5,3
c1ccc(-n2ncc3c(NCCN4CCCCC4)ncnc32)cc1,2,10
CC(=O)Nc1cc2c(cc1C(C)=O)OCCO2,2,1
Cc1ccc2cc(C#N)c(NCCNC(=O)C3CC3)nc2c1C,1,3
COc1ccccc1C1/C(=C(/O)c2ccc(C)cc2)C(=O)C(=O)N1Cc1ccco1 (stereo not given),-9,-11
COc1ccc2c(c1)c1ncn(CCN3CCCC3)c(=O)c1n2C,3,8
O=C(CN(Cc1cccs1)C(=O)CSc1nnc(COc2ccccc2)o1)NC1CCCC1,4,3
Cn1nnnc1SCC(=O)Nc1ccccc1N1CCOCC1,2,9
CC(=O)/C(CN1CCCCC1)=N\O,-2,1
CCOc1ccc(/C(O)=C2/C(=O)C(=O)N(CC3CCCO3)C2c2ccc(C)o2)cc1 (stereo not given),5,-20
COc1cc(C(=O)N(Cc2ccc(N(C)C)cc2)C2CCS(=O)(=O)C2)cc(OC)c1OC (stereo not given),1,8
CCC(CC)C(=O)Nc1cccc(C(=O)N2CCCC2)c1,5,11
COc1ccccc1CNC(=O)CCC(=O)Nc1nnc(C)s1,8,10
CCCNC1=C(C)C(=O)CC1,6,13
Cc1cnn(C(=S)NCc2ccc(Cl)cc2)c1,8,10
CCC(C)Nc1nc(OC)nc(N(C)C#N)n1 (stereo not given),0,0
COc1ccc(OC)c(NS(=O)(=O)c2ccc(N3CCCC3=O)cc2)c1,0,0
O=C(CSc1ncn[nH]1)c1ccc2c(c1)OCO2,-1,3
c1ccc(SCCOCCn2cncn2)cc1,0,5
CN(C)S(=O)(=O)c1ccc(C(=O)Nc2ccc(CCC(=O)N3CCCC3)cc2)cc1,4,10
COc1ccc(NC(=O)c2cnc(C)cn2)c2ncccc12,7,8
CN1CCN(C2=Nc3cc(Cl)ccc3Nc3ccccc32)CC1,2,7
CCCn1c(SCC#N)nc2c(c1=O)C1(CCCC1)Cc1ccccc1-2,6,10
O=C(Nc1nccs1)c1ccc(CSc2nnnn2-c2ccccc2)cc1,2,9
CC1=C(C(=O)OC(C)(C)C)C(c2ccco2)C(C#N)=C(N)O1 (stereo not given),-1,7
O=C(NCC1CCCO1)c1c(O)c2cccc3c2n(c1=O)CCC3 (stereo not given),7,11
CC1=NC(C(F)(F)F)(C(F)(F)F)C(C#N)=C(C)N1,4,15
O=c1c2sc3nc(N4CCOCC4)c4c(c3c2ncn1Cc1ccco1)CCCC4,0,0
CC1CCc2c(C(=O)N3CCN(S(=O)(=O)c4cccs4)CC3)csc2C1 (stereo not given),4,-7
CCOC(=O)Cn1c(=O)n(CC(=O)OCC)c2ccccc21,7,-5
CC(OC(=O)CN(C)S(=O)(=O)c1ccc(Cl)cc1)C(=O)Nc1ccc(N2CCOCC2)cc1 (stereo not given),4,0
CCC(CC)C(=O)Nc1ccccc1NC(C)=O,2,6
CCN(CC)S(=O)(=O)c1cccc2c(N(C)C)cccc12,2,5
O=S(=O)(Cc1nc2ccccc2s1)c1ccccc1,2,-4
Cc1cc(C(=O)CN2C(=O)NC3(CCCc4ccccc43)C2=O)c(C)n1Cc1cccs1 (stereo not given),6,8
COc1ccc(N(C(=O)C(C)C)S(=O)(=O)c2ccc3c(c2)n(C)c(=O)n3C)cc1,-4,4
COc1cc(OC)cc(C(=O)N2CCC(N3CCCCCC3)CC2)c1,2,-16
CCC(=O)N[C@@H]1CC(C(C)(C)NC(=O)CC)CC=C1C (stereo not given in full),4,8
CCOc1ccc(C(=O)NC2CCN(C(=O)NCc3ccccc3)CC2)cc1,-7,-2
Cc1cc(C)n(C(=O)CNC(=O)C2COc3ccccc3O2)n1 (stereo not given),0,2
CCN(CC)S(=O)(=O)c1cccc(-c2nnc(SCc3ncc(-c4ccccc4)o3)n2C)c1,1,10

# (list continues)
SMILES,TNAP inh pNP,TNAP Pi inh
COc1ccccc1NC(=O)CN1C(=O)NC(CC(C)C)C1=O (stereo not given),4,16
CCc1nnc(SCc2ccc(OC(C)C)cc2)n1N,4,-4
Cc1cc(C(=O)Nc2nnc(C3CCCCC3)s2)no1,-5,2
CCc1nc(SCC(=O)N2CCN(C(=O)c3ccco3)CC2)c2c3c(sc2n1)CCCC3,4,19
O=C(Nc1cccc(NS(=O)(=O)c2ccc(S(=O)(=O)NC3CC3)cc2)c1)c1ccccn1,4,13
CCn1nnnc1SCC(=O)c1ccc(NC(C)=O)cc1,1,18
Cc1[nH]c2ccc(F)cc2c(=O)c1SC(F)(F)C(F)C(F)(F)F (stereo not given),6,11
COc1ccc2[nH]c(C(=O)O)c(NS(=O)(=O)c3ccc(Cl)s3)c2c1,7,9
COc1ccc(S(=O)(=O)Nc2ccccc2C(=O)NCc2ccco2)cc1,2,9
OCC(C#CCN1CCCCC1)NCc1ccccc1 (stereo not given),0,2

# The last 2 entries of the section above lead into the next:
SMILES,TNAP inh pNP,TNAP Pi inh
COc1ccc(S(=O)(=O)Nc2ccccc2C(=O)NCc2ccco2)cc1,2,9
OCC(C#CCN1CCCCC1)NCc1ccccc1 (stereo not given),0,2
CC(=O)N(Cc1cccs1)C1CCOC(C)(C)C1 (stereo not given),3,16
COc1ccccc1N1CCN(C(=O)Cn2nc(C(F)(F)F)c3c2CCC3)CC1,0,4
Nc1nc(SCc2ccc(Cl)cc2)ns1,-3,-7
Clc1ccccc1CN(Cc1ccccc1)c1ncnc2nc[nH]c12,4,-13
CC(C)[C@H](NC(=O)NC1CCCc2ccccc21)C(=O)O (stereo not given in full),0,6
CCOC(=O)CSc1nc2ccccc2c(=O)n1C1CCCC1,7,8
COC(=O)[C@H](C)NC(=O)Nc1ccc(OC(F)(F)F)cc1,1,4
CCOc1ccc(S(=O)(=O)N(C)CCO)cc1-c1nc2c(C(C)(C)C)nn(C)c2c(=O)[nH]1,0,0
COc1ccc(C(=O)C(c2ccccc2)N2CCOCC2)cc1 (stereo not given),0,6
CCCCn1c(=N)n(CC(O)COc2ccccc2)c2ccccc21 (stereo not given),6,-4

# By substructure, the entries above with a cyano group
SMILES,TNAP inh pNP,TNAP Pi inh
COc1ccc(-c2c3c([nH]c(=S)c2C#N)CCC3)cc1,-1,-1
CCOC(=O)CC(C#N)c1cn(C)c2ccccc12 (stereo not given),7,10
Cc1ccc2cc(C#N)c(NCCNC(=O)C3CC3)nc2c1C,1,3
CCC(C)Nc1nc(OC)nc(N(C)C#N)n1 (stereo not given),0,0
CCCn1c(SCC#N)nc2c(c1=O)C1(CCCC1)Cc1ccccc1-2,6,10
CC1=C(C(=O)OC(C)(C)C)C(c2ccco2)C(C#N)=C(N)O1 (stereo not given),-1,7
CC1=NC(C(F)(F)F)(C(F)(F)F)C(C#N)=C(C)N1,4,15

# The results go on.
SMILES,TNAP inh pNP,TNAP Pi inh
O=C(CCN1CCCCC1)NCC1OCCc2ccccc21 (stereo not given),0,5
COc1ccc(CCn2nnnc2C(C(C)C)N2CCN(c3ncccn3)CC2)cc1OC (stereo not given),1,6
O=C(COC(=O)c1ccco1)Nc1cccc(Br)c1,6,14
O=C(O)CSc1nnc(Cn2cnc3ccccc32)n1CCc1ccccc1,4,5
Cc1cc(C)cc(OCCCCCNCCO)c1,1,10
Cc1ccc2oc(-c3ccc(NC(=O)c4cccnc4)cc3)nc2c1,-16,-2
CC(=O)c1c(N2CCN(C(=O)C3CCCO3)CC2)nc(=S)n(-c2ccccc2)c1C (stereo not given),6,18
COc1ccc(-c2ccnc(SCC(=O)N3CCOCC3)n2)cc1,5,-2
COc1cccc(OC)c1C(=O)Nc1ccc2c(c1)OCCO2,0,3
Nc1nnnn1/N=C/c1ccccn1,2,4
COC(=O)C1=C(N)Oc2cc(C)n(CCCn3ccnc3)c(=O)c2C1c1ccc(Cl)cc1 (stereo not given),4,-3
CCN1CCC(C(=O)NC2CCCC2)(N(Cc2cccs2)C(=O)Cn2nnc3ccccc32)CC1,4,-7
O=C(c1ccco1)N1CCN(CCOCCOc2cccc3ccccc23)CC1,-1,6
Cc1ccc(Cn2ncc3c(N4CCOCC4)ncnc32)cc1,6,10
CCn1c(SCC(=O)Nc2ccc(S(=O)(=O)Nc3ccccn3)cc2)nnc1-c1ccncc1,0,0
Nc1nncn1C(=O)c1cc(Br)ccc1Cl,3,14
CC(C)C(=O)Nc1cc2c(cc1C(=O)c1ccccc1)OCCO2,2,1
O=C(CCN1CCN(c2ccccc2)CC1)Nc1ccc2c(c1)OCO2,1,-7
CCN(CC)C(=O)c1n[nH]c(=O)c2ccccc12,0,12
COC(=O)c1sccc1NC(=O)c1csc2c1CCCC2,-6,-3
O=C(Nc1ccc(-c2nnc(-c3ccccc3)o2)cc1)c1ccc(Br)o1,0,0
NC[C@@]12CCCC1C1CCC2C1 (stereo not given in full),0,5
Cc1cc(C)n(-c2ccc(C(=O)C(C#N)c3nc4ccccc4n3C)cc2)n1 (stereo not given),7,4
C=CCn1cnc2c(c1=O)c1nc3ccccc3nc1n2-c1ccc(Cl)cc1,4,-2
CCn1c(SCC(=O)Nc2nccs2)nnc1-c1cc2cccc(OC)c2o1,8,14
CC1=CC(C)(C)N(C(=O)c2ccc(F)cc2)c2cc3c(cc21)OCO3,1,10
FC(F)(F)c1cccc(N2CCc3cn[nH]c32)c1,5,12
O=C(O)CNC(=O)c1ccccc1NC(=O)c1ccco1,9,-2
CNC(=O)NCC12CC3CC(CC(C3)C1)C2,2,19
COc1cc(OC)cc(C(=O)NCC(=O)OC2CCOC2=O)c1 (stereo not given),7,-11
COc1ccc(NC(=O)N(CCO)Cc2cc3c(C)cc(C)cc3[nH]c2=O)cc1,9,-1
Cn1c(SCc2ccc(C#N)cc2)nnc1-c1cccc(Cl)c1,2,7
COC(=O)c1c(NC(=O)CSc2nnnn2-c2ccccc2)sc2c1CCCC2,1,6
CCN(CCO)Cc1cn[nH]c1-c1ccc(C)c(C)c1,5,8
Cc1nc(Nc2nc(-c3ccccc3)cc(=O)[nH]2)nc2ccccc12,0,0
COc1ccc(C(=O)COC(=O)CCCn2c(=O)oc3ccccc32)cc1,5,12
Cc1ccc2c(CC(=O)Nc3ccc(N4CCN(C)CC4)cc3C)coc2c1,0,18
